PHOSPHO1 block: inhibitors of human PHOSPHO1 phosphatase; recombinant PHOSPHO1, absorbance phosphatase assay; 290,000 compounds, 1.1% hits; inhibition, % at 13.3 µM; Q8TCT1; in the data active means inhibition above about 60%
Target sequence (Q8TCT1 whole entry, looked up): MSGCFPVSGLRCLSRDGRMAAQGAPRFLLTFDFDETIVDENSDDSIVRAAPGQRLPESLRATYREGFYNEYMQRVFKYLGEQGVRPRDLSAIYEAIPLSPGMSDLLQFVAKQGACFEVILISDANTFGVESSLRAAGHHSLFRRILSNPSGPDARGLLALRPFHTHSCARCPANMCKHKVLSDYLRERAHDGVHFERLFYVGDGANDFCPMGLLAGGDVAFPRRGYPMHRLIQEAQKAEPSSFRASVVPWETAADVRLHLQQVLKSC
NS3 helicase inh: inhibitors of Hepatitis C virus NS3 helicase | NS3 helicase DNA unwinding, Cy5 molecular beacon fluorescence | 290,000 compounds, 0.56% hits | inhibition, % at 10.9 µM;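 active means inhibition above the mean of all tested compounds plus 3 SD, set per campaign, cut at about 35% in these data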;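 further: 0% = DMSO wells and 100% = thioflavine S control wells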
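Assay system – hepatitis C virus NS3 helicase domain fragment enzyme · Buffer or medium – MOPS pH 6.5, MgCl2, DTT, Tween20, BSA · Reagent – Cy5/quencher beacon DNA duplex and ATP to start · Compound – single 10.9 µM dose · Timing – 1 h at 25 °C · Technique – Cy5 beacon fluorescence read at start and 1 h · Measure – % inhibition of unwinding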
IMP-1 inh: inhibitors of Pseudomonas aeruginosa IMP-1 metallo-beta-lactamase; purified IMP-1, nitrocefin hydrolysis, epi-absorbance fluorescence; inhibition, % at 5.6 µM; 290,000 compounds, 0.45% hits;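 active means inhibition above the mean plus 3 SD of all compounds in the same screening run, cut at about 4.5% in these data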;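 further: 0% = IMP-1 with DMSO and 100% = DMSO wells lacking enzyme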
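System: purified IMP-1; amount: IMP-1 0.2 nM before substrate addition; compound: single dose, 5.6 µM; times: 25 °C, 15 min preincubation, 25 min reaction; signal: Epi-absorbance via hydrolysed-nitrocefin quenching of white-plate fluorescence, 480/530 nm, EDTA stop; benchmarks: DMSO with and without IMP-1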
FID counter: counter-screen for HCV NS3 helicase inhibitors: DNA intercalator displacement. DNA fluorescent intercalator displacement, fluorescence. inhibition, % at 7.9 µM. 290,000 compounds, 0.17% hits; in the data active means inhibition above about 37%;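 further: 0% = vehicle and 100% = reference compound; higher means more ethidium bromide displaced from hairpin DNA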
IDE cell activ: IDE (human) activation, cell-based; HEK cells, FAbeta-B cleavage, fluorescence polarization; 0% vehicle, 100% cell-free pure enzyme wells; activation, % at 5.96 µM; 340,000 compounds, 0.073% hits;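 active means activation above the mean of all tested compounds plus 3 SD, set per screening campaign, cut at about 17% in these data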
MEKK3 PB1 HTS: MEKK3-MEK5 PB1 interaction, increase or decrease | Q99759 | bead-based flow cytometry, Alexa488-MEK5 binding to MEKK3; actives lie on both sides; 0 = blocked by unlabeled MEK5, 100 = vehicle | binding response (% of control), % at 10 µM | 290,000 compounds, 1.4% hits | AID 1529;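 active means binding response more than 3 SD above or below the average of its plate-row segment, actives on both sides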;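 further: Alexa488 bead fluorescence after subtracting the streptavidin-only scavenger bead signal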
Target sequence (Q99759 whole entry, looked up): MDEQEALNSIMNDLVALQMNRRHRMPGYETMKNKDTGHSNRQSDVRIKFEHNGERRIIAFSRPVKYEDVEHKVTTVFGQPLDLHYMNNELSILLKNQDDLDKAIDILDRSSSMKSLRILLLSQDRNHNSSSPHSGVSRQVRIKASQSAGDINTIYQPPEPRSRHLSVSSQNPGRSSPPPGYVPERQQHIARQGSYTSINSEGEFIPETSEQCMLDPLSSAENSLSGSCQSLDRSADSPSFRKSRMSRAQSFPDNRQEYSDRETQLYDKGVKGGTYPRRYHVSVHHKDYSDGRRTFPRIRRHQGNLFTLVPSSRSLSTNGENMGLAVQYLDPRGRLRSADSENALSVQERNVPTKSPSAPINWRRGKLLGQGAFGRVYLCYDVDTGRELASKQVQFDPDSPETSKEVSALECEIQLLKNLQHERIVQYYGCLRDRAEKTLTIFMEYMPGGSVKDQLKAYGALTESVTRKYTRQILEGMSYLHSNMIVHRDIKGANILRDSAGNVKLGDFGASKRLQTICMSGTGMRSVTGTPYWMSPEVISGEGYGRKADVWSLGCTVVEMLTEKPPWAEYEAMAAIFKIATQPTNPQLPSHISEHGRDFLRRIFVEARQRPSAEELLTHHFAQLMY
SUMO HTRF inh: SUMOylation inhibition; P63279; inhibition, % at 35 µM; 290,000 compounds, 0.36% hits; HTRF SUMOylation assay, SAE1/SAE2 + UBC9, in vitro; in the data active means inhibition above about 50%, passing the limit was not always enough; further: strong numbers were not always called active
Target sequence (P63279 whole entry, looked up): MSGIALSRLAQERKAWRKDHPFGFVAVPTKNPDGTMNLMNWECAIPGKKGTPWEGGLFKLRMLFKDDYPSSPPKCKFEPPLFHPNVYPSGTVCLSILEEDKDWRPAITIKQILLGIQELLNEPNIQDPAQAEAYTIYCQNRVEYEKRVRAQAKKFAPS
p-CIP stab down: compounds decreasing mouse p/CIP protein stability | F442A p/CIP-EGFP cells, EGFP fluorescence, 16 h | decrease of EGFP signal, % at 10 µM | 290,000 compounds, 0.01% hits | AID 1984;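 active means EGFP signal decrease of at least 30% at 10 µM or well 3 SD below plate mean, unless failing retest; inactive means the rest, including hits failing retest or dose response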; further: some compounds called inactive have numbers as strong as hits; many of its hits are not listed in these tables
VIM-2 inh: inhibitors of Pseudomonas aeruginosa VIM-2 metallo-beta-lactamase; 290,000 compounds, 0.89% hits; purified VIM-2, nitrocefin hydrolysis, epi-absorbance fluorescence; inhibition, % at 5.6 µM; AID 1527;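 active means inhibition above the mean of all tested compounds plus 3 SD, cutoff set per screening run, cut at about 7.5% in these data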;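 further: red hydrolysis product quenches plate fluorescence so inhibitors raise well fluorescence; 0% = enzyme with DMSO and 100% = DMSO without enzyme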
An asterisk follows results filed as active.

For NS(=O)(=O)c1ccc(CCNC(=O)C2CCCCC2)cc1 the results were PHOSPHO1 block 3, NS3 helicase inh -7, IMP-1 inh 0.7, FID counter -1, IDE cell activ 1, MEKK3 PB1 HTS 105, SUMO HTRF inh -9, p-CIP stab down 8 and VIM-2 inh -1.0.
For O=C(N/N=C\c1ccc(F)cc1)c1ccc(F)cc1 the results were PHOSPHO1 block 1, NS3 helicase inh 4, IMP-1 inh -1.1, FID counter -4, IDE cell activ -1, MEKK3 PB1 HTS 87, SUMO HTRF inh 0, p-CIP stab down 8 and VIM-2 inh -1.3.
Screening O=C(Nc1ccnn1C1CCN(C(=O)CCc2ccc(F)cc2)CC1)C1CCOC1 (stereo unspecified) returned PHOSPHO1 block 24, NS3 helicase inh -2, IMP-1 inh 0.4, FID counter -9, IDE cell activ 3, MEKK3 PB1 HTS 100, SUMO HTRF inh 20, p-CIP stab down -2 and VIM-2 inh 1.1.
For COc1ccccc1C(=O)NCCc1nc2ccccc2n1C the results were PHOSPHO1 block 9, IDE cell activ 7, MEKK3 PB1 HTS 104, SUMO HTRF inh 13 and p-CIP stab down -17.
Screening OC(COc1cc(Cl)c(Cl)cc1Cl)CN1CCN(c2ncccn2)CC1 (stereo unspecified) returned PHOSPHO1 block -16, NS3 helicase inh -9, IMP-1 inh -3.3, FID counter 3, IDE cell activ -2, MEKK3 PB1 HTS 101, SUMO HTRF inh -4, p-CIP stab down -9 and VIM-2 inh -2.1.
For CCOc1ccc(C(=O)n2cnnc2N)cc1 the results were PHOSPHO1 block -10, NS3 helicase inh 2, IMP-1 inh -0.7, FID counter -4, IDE cell activ 4, MEKK3 PB1 HTS 88, SUMO HTRF inh -27, p-CIP stab down -2 and VIM-2 inh -0.7.
For Cc1cc(C)cc(N(C(=O)Cn2nnc3ccccc32)C(C(=O)NCc2ccco2)c2ccncc2)c1 (stereo unspecified) the results were PHOSPHO1 block -56, NS3 helicase inh 5, IMP-1 inh -2.1, FID counter -37, IDE cell activ 1, MEKK3 PB1 HTS 88, SUMO HTRF inh 2, p-CIP stab down -8 and VIM-2 inh -3.2.
`CCOC(=O)CC1C(=O)NCCN1S(=O)(=O)c1ccccc1` (stereo unspecified) gave PHOSPHO1 block 38, NS3 helicase inh 11, IMP-1 inh -2.3, FID counter 0, IDE cell activ 5, MEKK3 PB1 HTS 107, SUMO HTRF inh -1, p-CIP stab down -3 and VIM-2 inh -3.0.
Cc1ccc(N2C(=O)c3ccccc3C2C(=O)c2ccc(O)cc2O)cc1 (stereo unspecified) was read as PHOSPHO1 block 21, NS3 helicase inh 20, IMP-1 inh -1.6, FID counter -3, IDE cell activ -6, MEKK3 PB1 HTS 105, SUMO HTRF inh 40, p-CIP stab down 2 and VIM-2 inh 1.1.
For Cc1ccc(C)c(S(=O)(=O)N2CCCOC2CNC(=O)C(=O)NCc2ccncc2)c1 (stereo unspecified) the results were PHOSPHO1 block 46, NS3 helicase inh 6, IMP-1 inh -0.8, FID counter -12, IDE cell activ 3, MEKK3 PB1 HTS 106, SUMO HTRF inh 6, p-CIP stab down -9 and VIM-2 inh -2.6.
O=C(CCC(=O)c1cccs1)NCc1ccc(F)cc1 was read as PHOSPHO1 block -9, NS3 helicase inh -1, IMP-1 inh -3.0, FID counter -4, IDE cell activ 6, MEKK3 PB1 HTS 102, SUMO HTRF inh 3, p-CIP stab down 1 and VIM-2 inh -3.5.
Screening O=C(COc1ccccc1[N+](=O)[O-])N1CCCc2ccccc21 returned PHOSPHO1 block 33, NS3 helicase inh 29, IMP-1 inh 0.2, FID counter -14, IDE cell activ 0, MEKK3 PB1 HTS 96, SUMO HTRF inh -5, p-CIP stab down -2 and VIM-2 inh 2.5.
Cc1noc(C)c1S(=O)(=O)Nc1ccc(C#N)cc1 was read as PHOSPHO1 block 38, NS3 helicase inh 4, IMP-1 inh -4.5, FID counter -3, IDE cell activ 4, MEKK3 PB1 HTS 97, SUMO HTRF inh 0, p-CIP stab down -5 and VIM-2 inh -1.5.
Screening O=C(O)C1CCC(CNS(=O)(=O)c2ccc(Br)cc2)CC1 (stereo unspecified) returned PHOSPHO1 block 25, NS3 helicase inh 3, IMP-1 inh 0.6, FID counter -10, IDE cell activ 2, MEKK3 PB1 HTS 105, SUMO HTRF inh 14, p-CIP stab down -8 and VIM-2 inh -0.6.
For CCn1c(SCC(=O)NNC(=O)c2ccc(C)cc2)nnc1C(C)C the results were PHOSPHO1 block 14, NS3 helicase inh 5, IMP-1 inh -4.5, FID counter -10, IDE cell activ -1, MEKK3 PB1 HTS 100, SUMO HTRF inh 6, p-CIP stab down -6 and VIM-2 inh -3.6.
CN1C(=O)c2ccccc2OC1(C)Cc1ccccc1 (stereo unspecified) was read as PHOSPHO1 block 0, NS3 helicase inh 1, IMP-1 inh -4.2, FID counter -13, IDE cell activ 6, MEKK3 PB1 HTS 107, SUMO HTRF inh -3, p-CIP stab down -8 and VIM-2 inh -4.0.
O=C(NN1CCN(Cc2ccccc2Cl)CC1)c1ccc(Cl)cc1 was read as PHOSPHO1 block 0, NS3 helicase inh -7, IMP-1 inh -2.2, FID counter -3, IDE cell activ -3, MEKK3 PB1 HTS 102, SUMO HTRF inh 3, p-CIP stab down -9 and VIM-2 inh -0.7.
For CCc1ccc(NS(=O)(=O)c2cccc3nonc23)cc1 the results were PHOSPHO1 block -2, NS3 helicase inh 0, IMP-1 inh -2.5, FID counter -10, IDE cell activ 0, MEKK3 PB1 HTS 95, SUMO HTRF inh 5, p-CIP stab down 1 and VIM-2 inh -0.5.
`CC(C)OP(=O)(c1ccc(N(C)C)cc1)C(O)c1ccc(C(C)C)cc1` (stereo unspecified) gave NS3 helicase inh -13, IMP-1 inh -0.8, FID counter -48, IDE cell activ -4, MEKK3 PB1 HTS 107, SUMO HTRF inh 8, p-CIP stab down -11 and VIM-2 inh -1.5.
For Cc1c(C#N)c2ncnc(N)c2n1-c1ccccc1 the results were PHOSPHO1 block 6, NS3 helicase inh 8, IMP-1 inh -1.5, FID counter -3, IDE cell activ -1, MEKK3 PB1 HTS 104, SUMO HTRF inh 30, p-CIP stab down -7 and VIM-2 inh -1.4.

Continued, overlapping the part above by 3 compounds.
For CCc1ccc(NS(=O)(=O)c2cccc3nonc23)cc1 the results were PHOSPHO1 block -2, NS3 helicase inh 0, IMP-1 inh -2.5, FID counter -10, IDE cell activ 0, MEKK3 PB1 HTS 95, SUMO HTRF inh 5, p-CIP stab down 1 and VIM-2 inh -0.5.
`CC(C)OP(=O)(c1ccc(N(C)C)cc1)C(O)c1ccc(C(C)C)cc1` (stereo unspecified) gave NS3 helicase inh -13, IMP-1 inh -0.8, FID counter -48, IDE cell activ -4, MEKK3 PB1 HTS 107, SUMO HTRF inh 8, p-CIP stab down -11 and VIM-2 inh -1.5.
For Cc1c(C#N)c2ncnc(N)c2n1-c1ccccc1 the results were PHOSPHO1 block 6, NS3 helicase inh 8, IMP-1 inh -1.5, FID counter -3, IDE cell activ -1, MEKK3 PB1 HTS 104, SUMO HTRF inh 30, p-CIP stab down -7 and VIM-2 inh -1.4.
O=C(/C=N/O)Nc1cccnc1 was read as PHOSPHO1 block 4, NS3 helicase inh -4, IMP-1 inh -2.3, FID counter 1, IDE cell activ 0, MEKK3 PB1 HTS 104, SUMO HTRF inh 5, p-CIP stab down 4 and VIM-2 inh -1.7.
CN(C)c1cccc(NC(=O)C2(C)CC2(Cl)Cl)c1 (stereo unspecified) was read as PHOSPHO1 block 1, NS3 helicase inh 5, IMP-1 inh -3.1, FID counter 2, IDE cell activ 4, MEKK3 PB1 HTS 85, SUMO HTRF inh -5, p-CIP stab down 4 and VIM-2 inh -1.1.
Clc1c(-c2ccccc2)nnn1-c1ccccc1 was read as PHOSPHO1 block 2, NS3 helicase inh -2, IMP-1 inh -0.4, FID counter -8, IDE cell activ -4, MEKK3 PB1 HTS 97, SUMO HTRF inh -3, p-CIP stab down 7 and VIM-2 inh -1.4.
`COC(=O)CSc1nc(C)cc(C)c1C#N` gave PHOSPHO1 block 24, NS3 helicase inh -6, IMP-1 inh -2.1, FID counter 3, IDE cell activ 6, MEKK3 PB1 HTS 96, SUMO HTRF inh 24, p-CIP stab down -6 and VIM-2 inh 0.6.
For CC1(C(=O)NC(=S)N(CCC#N)c2ccccc2)CC1(Cl)Cl (stereo unspecified) the results were PHOSPHO1 block 33, NS3 helicase inh 5, IMP-1 inh -4.6, FID counter -1, IDE cell activ 3, MEKK3 PB1 HTS 99, SUMO HTRF inh 4, p-CIP stab down 4 and VIM-2 inh -0.9.
For CN(C)c1ccc(N/C=C/C(=O)c2ccc(F)cc2)cc1 the results were PHOSPHO1 block 27, NS3 helicase inh 20, IMP-1 inh -2.8, FID counter -14, IDE cell activ 6, MEKK3 PB1 HTS 115, SUMO HTRF inh 4, p-CIP stab down -13 and VIM-2 inh -2.9.
O=C(COc1ccc(/C=N/NC(=O)c2ccncc2)cc1)Nc1ccc([N+](=O)[O-])cc1 was read as PHOSPHO1 block 15, NS3 helicase inh -25, IMP-1 inh -2.8, FID counter -5, IDE cell activ 5, MEKK3 PB1 HTS 100, SUMO HTRF inh 21, p-CIP stab down 3 and VIM-2 inh -0.2.
COc1ccc(CC2C(=O)OC(C)(C)OC2=O)cc1 was read as PHOSPHO1 block 13, NS3 helicase inh 2, IMP-1 inh 0.6, FID counter 0, IDE cell activ 2, MEKK3 PB1 HTS 103, SUMO HTRF inh -10, p-CIP stab down -10 and VIM-2 inh -4.3.
Screening O=C(NN1C(=O)CSC1=S)c1cccnc1 returned PHOSPHO1 block 23, NS3 helicase inh -19, IMP-1 inh -4.6, FID counter -1, MEKK3 PB1 HTS 107, SUMO HTRF inh -4, p-CIP stab down 9 and VIM-2 inh -4.4.
Screening O=C(CSc1nc(-c2ccccc2)cc(=O)[nH]1)Nc1ccc(Br)cc1 returned PHOSPHO1 block 51, NS3 helicase inh -5, IMP-1 inh 0.6, FID counter -6, IDE cell activ 4, MEKK3 PB1 HTS 99, SUMO HTRF inh 28, p-CIP stab down 1 and VIM-2 inh 3.7.
`COc1ccccc1N1CCN(CC(=O)Nc2cc(F)ccc2C)CC1` gave PHOSPHO1 block 12, NS3 helicase inh -8, IMP-1 inh -1.3, FID counter -20, IDE cell activ 9, MEKK3 PB1 HTS 104, SUMO HTRF inh 13, p-CIP stab down -13 and VIM-2 inh 2.4.
Screening CC1(C)SCC(C(=O)O)NC1=O (stereo unspecified) returned PHOSPHO1 block -25, NS3 helicase inh -5, IMP-1 inh -2.9, FID counter 0, IDE cell activ 2, MEKK3 PB1 HTS 102, SUMO HTRF inh -8, p-CIP stab down 1 and VIM-2 inh -1.7.

Already shown: entries from further up.
`COc1ccccc1N1CCN(CC(=O)Nc2cc(F)ccc2C)CC1` gave PHOSPHO1 block 12, NS3 helicase inh -8, IMP-1 inh -1.3, FID counter -20, IDE cell activ 9, MEKK3 PB1 HTS 104, SUMO HTRF inh 13, p-CIP stab down -13 and VIM-2 inh 2.4.
Screening CC1(C)SCC(C(=O)O)NC1=O (stereo unspecified) returned PHOSPHO1 block -25, NS3 helicase inh -5, IMP-1 inh -2.9, FID counter 0, IDE cell activ 2, MEKK3 PB1 HTS 102, SUMO HTRF inh -8, p-CIP stab down 1 and VIM-2 inh -1.7.

An excerpt, so the mix of outcomes need not match the whole.
